Screening data: PubChem BioAssay, National Center for Advancing Translational Sciences (NCATS)
FLuc inh = inhibitors of firefly luciferase; purified firefly luciferase, luminescence, 8 min; Potency, µM (series often up to 57.1 µM), inactives show at the highest dose activity change, negative = inhibition, usual class: inhibitors; 72,000 compounds, 2.2% hits; AID 411; note: potency is the fitted concentration of half-maximal effect; % is set by controls: 0 for no effect and ±100 for the full control effect; nearly all actives have a fitted effect of over 40% in size
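Substrate buffer containing 10 uM ATP (pH 7.2 imidazole, Mg2+, KCl, detergent, BSA) is dispensed, compound pinned in, then luciferase/luciferin detector mix added. After 8 min at ambient temperature, light output is measured.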
Fluorescein fluor = fluorescein region autofluorescence. 59,000 compounds, 0.91% hits. max fluorescein-equivalent concentration, M. Compound autofluorescence, 480/540 nm, fluorescein-equivalent; stronger effect = higher value; in the data active = max fluorescein-equivalent concentration above about 10 nM; inconclusive = between about 1.1 nM and that limit
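First, buffer (100 mM Tris, pH 8.0) dispensed; second, compounds and fluorescein standards pinned in; third, 15 min room-temperature incubation; finally, imaging at ex 480 nm/em 540 nm. Fluorescence normalized against the six-point fluorescein curve.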
HEK293 cAMP ctrl = parental HEK293 cAMP activation (counter-screen); parental HEK293 CNG cAMP sensor, membrane potential fluorescence; Potency, µM (highest dose often 57.1 µM), for the others: top-dose activation, hits mostly activators; 73,000 compounds, 2.5% hits; AID 938; note: potency is the fitted concentration of half-maximal effect; % of control where 0% means no effect; nearly all actives have a fitted effect of over 55% in size
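Parental HEK 293 cells stably expressing a cAMP-gated CNG channel were loaded with membrane potential dye containing 100 uM RO 20-1724 for 60 min. Compound added for 30 min; depolarization read as fluorescence intensity at 590 nm.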
Tau filament bind = tau filament binding; 71,000 compounds, 2% hits; Potency, µM (highest dose often 57.1 µM), without a hit: top-dose activity change, negative = inhibition; AID 596; recombinant tau filaments, thioflavin S fluorescence, 15 h; filaments grown with octadecylsulfate alongside compound;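 note: potency is the fitted concentration of half-maximal effect; % is set by controls: 0 for no effect and ±100 for the full control effect; actives lower thioflavin S fluorescence by blocking filaments or displacing dye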
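Recombinant tau protein (human, 1 uM final) plus 30 uM ODS in HEPES pH 7.4 with NaCl, DTT and thioflavine S. Compound present from the start; fluorescence at 510 nm after 15 h, 37 C.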
HADH2 inhib = blocks human hydroxyacyl-CoA dehydrogenase type II; Potency, µM (titrated, usually from 57.1 µM), for the others: top-dose activity change, negative = inhibition, usual class: inhibitors; 73,000 compounds, 3.4% hits; Q99714; recombinant HADH2, NADH fluorescence, beta-hydroxybutyryl-CoA; note: potency is the fitted concentration of half-maximal effect; % is set by controls: 0 for no effect and ±100 for the full control effect; nearly all actives have a fitted effect of over 60% in size; many of its hits are not listed in these tables
Target sequence (Q99714 whole entry, looked up, one chain of several): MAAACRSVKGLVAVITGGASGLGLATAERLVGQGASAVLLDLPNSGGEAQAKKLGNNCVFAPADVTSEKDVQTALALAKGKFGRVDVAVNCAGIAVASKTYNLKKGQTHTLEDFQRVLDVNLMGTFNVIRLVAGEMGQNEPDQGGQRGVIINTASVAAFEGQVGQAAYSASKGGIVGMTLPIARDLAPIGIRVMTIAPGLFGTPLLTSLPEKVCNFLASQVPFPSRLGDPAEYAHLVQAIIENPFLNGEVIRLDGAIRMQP
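NADH fluorescence (ex 360/em 450 nm) read every 30 s for 4 min; activity taken as last-minus-first time point difference. Enzyme 20 nM, NAD+ 1 mM, beta-hydroxybutyryl-CoA 90 uM, pH 9.0 Tris buffer.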
TexasRed autofl = Texas Red region autofluorescence | Compound fluorescence, Texas Red channel, 547/618 nm; stronger effect = higher value | max dye-equivalent concentration, M | 59,000 compounds, 0.06% hits; in the data active = max dye-equivalent concentration above about 10 nM; inconclusive = between about 1.1 nM and that limit
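Dye-equivalent concentrations come from scaling compound signal (ex 547, em 618 nm) to six Texas Red standard concentrations run on every plate, after 15 min room-temperature incubation in pH 8.0 Tris (100 mM).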
Caspase-1 inhib = blocks human caspase-1 allosterically or competitively; Caspase-1 enzyme, Ac-WEHD-AFC fluorogenic rate; Potency, µM (titrated, usually from 57.5 µM), without a hit: at the highest dose activity change, negative = inhibition, usual class: inhibitors; 75,000 compounds, 0.03% hits; AID 900;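 note: potency is the fitted concentration of half-maximal effect; plate controls were vehicle for no effect and no substrate for full effect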
Target sequence (P29466 120-297 limits assumed): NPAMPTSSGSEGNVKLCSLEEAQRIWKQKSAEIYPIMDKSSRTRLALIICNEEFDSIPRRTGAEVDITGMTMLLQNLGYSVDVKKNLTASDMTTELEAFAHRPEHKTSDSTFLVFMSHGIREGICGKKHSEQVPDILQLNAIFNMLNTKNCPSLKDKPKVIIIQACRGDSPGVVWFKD
Target sequence (P29466 317-404 limits assumed): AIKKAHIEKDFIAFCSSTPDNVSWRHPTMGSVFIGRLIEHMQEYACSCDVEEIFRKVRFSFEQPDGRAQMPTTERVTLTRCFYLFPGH
Caspase-7 inhib = blocks human caspase-7 allosterically or competitively; P55210; recombinant caspase-7, Ac-DEVD-AFC fluorescence rate; Potency, µM (highest dose often 57.5 µM), for the others: at the top dose activity change, negative = inhibition, most hits filed as inhibitors; 75,000 compounds, 0.02% hits; active = well fitted inhibition curve with a large enough effect in the main read-out, with a control signal flat, not every such curve was filed as active; inconclusive = small, poorly fitted or top-dose-only effect, or a change in a side signal; note: potency is the fitted concentration of half-maximal effect; % of control where 0% means no effect
Target sequence (P55210 24-198 limits assumed): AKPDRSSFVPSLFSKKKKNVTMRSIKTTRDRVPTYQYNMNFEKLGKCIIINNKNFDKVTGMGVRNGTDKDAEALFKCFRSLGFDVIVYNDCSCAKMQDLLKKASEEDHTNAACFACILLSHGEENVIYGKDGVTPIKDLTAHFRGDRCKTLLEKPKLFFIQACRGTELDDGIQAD
Target sequence (P55210 207-303 limits assumed): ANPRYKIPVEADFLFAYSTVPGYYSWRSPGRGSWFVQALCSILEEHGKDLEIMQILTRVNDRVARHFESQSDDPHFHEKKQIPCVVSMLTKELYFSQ
ERK AVP inh = inhibitors of vasopressin-stimulated ERK signaling pathway. HEK293-V1b, vasopressin-stimulated pERK AlphaScreen. Potency, µM (series often up to 57.5 µM), for the others: at the highest dose activity, negative = inhibition, usual class: inhibitors. 72,000 compounds, 0.99% hits; note: potency is the fitted concentration of half-maximal effect; % is set by controls: 0 for no effect and ±100 for the full control effect; nearly all actives have a fitted effect of over 55% in size
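HEK293 cells stably expressing V1b receptor, preincubated 30 min at 37 °C with compound, then stimulated 5 min with 25 nM vasopressin. Phospho-ERK by AlphaScreen SureFire after 5 h RT; normalized to DMSO and vasopressin; AC50 by Hill fit.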
Rhodamine autofl = rhodamine region autofluorescence; Rhodamine-region fluorescence, 547/598 nm, Tris buffer; stronger effect = higher value; max dye-equivalent concentration, M; 59,000 compounds, 0.05% hits; AID 594; in the data active = max dye-equivalent concentration above about 11 nM; inconclusive = between about 1.1 nM and that limit
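qHTS spectral profiling of compounds without any target or enzyme present, in pH 8.0 Tris buffer; plates were read after a 15-minute room-temperature incubation using the rhodamine-region filter set.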
USP2a inhib = USP2a (human) protease inhibition | O75604 | 60,000 compounds, 0.1% hits | USP2a enzymatic assay, qHTS inhibition | AID 927 | Potency, µM (series often up to 38.3 µM), for the others: top-dose activity change, negative = inhibition, usual class: inhibitors;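 note: potency is the fitted concentration of half-maximal effect; nearly all actives have a fitted effect of over 60% in size; plate controls were DMSO for no effect and NEM full inhibition control for full effect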
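USP2 core (20 nM final) was preincubated with compound for 30 min at RT in 20 mM Tris-HCl pH 8.0, 2 mM CaCl2, 2 mM beta-mercaptoethanol; Ub-PLA2 (20 nM) plus NBD C6-HPC (20 uM) then added, fluorescence read after 2.5 h.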
Starred values were filed as active, the others as inactive; i = inactive; ? = inconclusive; . = no result given; [ ] = dose if it differs, or a comment. Unless noted, calls come from the whole dose curve; as a rule, active = well fitted curve in the direction sought with a large enough effect; inconclusive = small, poorly fitted or top-dose-only effect, or another doubt; inactive = no such curve, though single readings can be large; an effect the other way counts as inactive or inconclusive.

SMILES	FLuc inh	Fluorescein fluor	HEK293 cAMP ctrl	Tau filament bind	HADH2 inhib	TexasRed autofl	Caspase-1 inhib	Caspase-7 inhib	ERK AVP inh	Rhodamine autofl	USP2a inhib
NS(=O)(=O)c1ccc(NC(=O)COC(=O)CCNC(=O)NC23CC4CC(CC(C4)C2)C3)cc1	0%	?	-17%	4%	8%	i	2%	-3%	?	i	38%[activator]
CC(NC(=O)CC1Nc2ccccc2NC1=O)c1ccccc1 (configuration not stated)	0%	?	1%	-1%	9%	i	0%	-1%	28%	i	8%
O=C(CNC(=O)c1ccco1)OCc1ccc(Cl)cc1	-15%	.	16%	-8%	-1%	.	1%	-2%	-11%	.	1%
N=C(N)SCCN1CCCCC1	2%[11.4 µM]	i	?	4%[11.4 µM]	-8%[11.4 µM]	i	-1%[11.5 µM]	1%[11.5 µM]	4%[11.5 µM]	i	.
Cc1nc2sc(C(c3cccs3)N3CCC(C(N)=O)CC3)c(O)n2n1 (configuration not stated)	-14%	.	16%	8%	-5%	.	-1%	2%	.	.	.
COc1ccc(CNc2ncncc2-c2cccnc2)c(OC)c1	0%[2.29 µM]	i	5%	-5%	-13%	?	-4%	-5%	7%	i	-20%
CCN1C(=O)CC(Sc2ccccc2N)C1=O (configuration not stated)	-1%	?	1%	-7%	-14%	i	-1%	-2%	-15%	i	-5%
CNc1ccnc(-c2ccccc2C(F)(F)F)n1	0%[2.29 µM]	i	-1%	-6%	23%	i	1%	2%	20%	i	-13%
Cc1ccc(CCN2CC(C(=O)NCc3cccnc3)CC2=O)cc1 (configuration not stated)	0%	.	3%	16%	8%	.	1%	1%	-1%	.	.
C[C@H]1COC(=O)[C@H](Cc2ccccc2)NC(=O)[C@@H](C)COC(=O)[C@H](Cc2ccccc2)NC1=O	1%[11.4 µM]	.	5%[11.4 µM]	.	11%[11.4 µM]	.	0%[11.5 µM]	0%[11.5 µM]	17%[11.5 µM]	.	.
CC(C(=O)N1c2ccc(F)cc2CCC1C)N1C(=O)c2ccccc2C1=O (configuration not stated)	5%	i	11%	-12%	17%	i	-1%	9%	18%	i	7%
COc1ccc(C(=O)Nc2ccc(S(=O)(=O)Nc3onc(C)c3C)cc2)cc1	-18%	i	9%	6%	-2%	i	-2%	1%	23%	i	0%
CCOC(=O)Cn1c(=O)oc2cc(S(=O)(=O)NCCc3ccc(OCC)c(OCC)c3)ccc21	3%	i	5%	-9%	-4%	?	0%	1%	1%	i	19%
CC(=O)Nc1ccccc1C(=O)N1CC2(C)CC1CC(C)(C)C2 (configuration not stated)	-8%	i	5%	-3%	12%	?	-8%	-6%	-6%	i	14%
O=C(C[C@@H](C(=O)O)N1CCOCC1)c1ccccc1	-1%[11.4 µM]	i	-2%[11.4 µM]	16%[11.4 µM]	?	i	-4%[11.5 µM]	1%[11.5 µM]	-8%[11.5 µM]	i	.
CC(C)OC(=O)CSc1nnnn1-c1ccc2c(c1)OCCO2	-17%	?	12%	-6%	7%	?	1%	-2%	-14%	i	-2%
Cc1cc(C)n(-c2nc3ccccc3nc2Nc2ccc3c(c2)OCO3)n1	-3%	.	1%	7%	-3%	.	?	?	96%[activator]	.	.
O=C(CCNS(=O)(=O)c1cccs1)N1CCCCCC1	-3%	i	2%	4%	-3%	i	2%	0%	16%	i	3%
O=C(O)CNCC1COc2ccccc2O1 (configuration not stated)	?	?	-23%	-6%	0%	i	0%	-1%	14%	i	-3%
N#Cc1nc(-c2cccs2)oc1N1CCOCC1	-1%	?	-7%	4%	3.2µM*	?	2%	2%	-23%	i	4%
Cn1c(=O)c2c(nc(NC3CCCCC3)n2CC(O)COc2ccccc2)n(C)c1=O (configuration not stated)	1%	?	0%	-18%	10%	i	1%	-2%	-8%	i	33%[activator]
OCCNCc1ccc(OC2CCCC2)cc1	0%	i	?	-5%	6%	?	0%	0%	-8%	i	4%
O=C(C1CCCN(S(=O)(=O)c2ccc(F)cc2)C1)N(Cc1cccs1)C1CC1 (configuration not stated)	-3%	?	23%	-9%	2%	i	0%	0%	-21%	i	3%
O=C(O)c1cc(S(=O)(=O)N2CCCCC2)ccc1F	0%	i	4%	-8%	5%	i	1%	0%	-1%	i	7%
CCCCn1c(SCC(=O)N2CCN(c3ccccc3)CC2)nc2ccsc2c1=O	4%	?	?	88%	-9%	i	-3%	-7%	-21%	i	13%
CC(=O)c1cccc(NC(=O)NCc2cccs2)c1	-8%	?	12%	7%	2%	?	-1%	1%	7%	i	-7%
O=C(CN1CCOc2ccccc21)NC1CC1	-2%	.	1%	-11%	-28%	.	-2%	1%	-3%	.	.
CCOC(=O)C1=C(CC)Nc2ccccc2N=C1NC(=O)c1cccc(S(=O)(=O)N2CCCC2)c1	4%	?	?	-10%	-2%	i	-4%	-3%	-1%	i	53%[activator]
C=CCn1c2ccccc2c2nnc(SCN3C(=O)c4ccccc4C3=O)nc21	0%	.	25%[11.4 µM]	?	-5%[11.4 µM]	.	-6%	-2%	16%	.	22%[7.66 µM]
CN(C)CCCN1C(=O)C(=O)/C(=C(/O)c2ccncc2)C1c1cccnc1 (configuration not stated)	3%	i	11%	-11%	-5%	?	0%	-2%	3%	i	-8%
COc1ccccc1-n1c(SCC(N)=O)nnc1-c1ccc(S(=O)(=O)N2CCCCC2)cc1	1%	?	4%	10%	1%	?	1%	-1%	-8%	i	22%
CCn1cc(C(=O)NCCCN2CC(C)CC(C)C2)c(=O)c2cc(S(=O)(=O)N(C)C)ccc21 (configuration not stated)	-1%	.	12%	18%	-6%	.	-1%	0%	-8%	.	.
O=c1c2c(nc3n1CCCCC3)sc1c(O)cccc12	16µM*	?	-11%	-1%	-17%	i	-11%	-12%	-26%	i	2%
CCOc1ccc(NC(=O)CCN2CCN(c3ccccc3OC)CC2)cc1	1%	?	12%	-5%	5%	i	3%	-1%	?	i	2%
CCC#CCOCC(=O)Nc1ccccc1	.	.	-4%	3%	-5%	.	-1%	-10%	16%	.	.
C=C(C)[C@H]1CC=C(C)C(=O)C1	.	.	-14%	-12%	1%	.	-2%	2%	-29%	.	.
O=C(c1cc(-c2ccco2)on1)N1CCc2ccccc2C1	-2%	i	?	?	?	i	-3%	-13%	28%	i	42%[activator]
O=C(O)c1ncn(Cc2ccccc2)c1C(=O)O	-1%	i	?	-1%	2%	i	-1%	1%	7%	i	-10%
Nc1nc(CC(=O)O)cs1	.	.	24%	-2%	?	.	?	0%	-6%	.	.
CCOC(=O)N1CCN(CC(O)c2ccc3cc[nH]c3c2)CC1 (configuration not stated)	-2%	.	?	-16%	14%	.	-2%	-1%	.	.	.
CCCN1Cc2cccc(C(=O)Nc3ccc4c(c3)OCCO4)c2C1=O	13µM*	.	-3%	41%	3%	.	-2%	-5%	?	.	.
O=C(O)c1cc2c(cc1S(=O)(=O)O)[C@H]1[C@@H]([C@H]3[C@H]2[C@@]2(Cl)C(Cl)=C(Cl)[C@]3(Cl)C2(Cl)Cl)[C@]2(Cl)C(Cl)=C(Cl)[C@@]1(Cl)C2(Cl)Cl	1%[11.4 µM]	?	9%[11.4 µM]	36%[11.4 µM]	4%[11.4 µM]	i	2%[11.5 µM]	-3%[11.5 µM]	16%[11.5 µM]	i	.
CC1CCCCC1NC(=O)CSc1nnc(CN2CCOCC2)n1C (configuration not stated)	2%	i	3%	-1%	7%	i	-2%	0%	-4%	i	0%
COC(=O)c1c(C(=O)OC)c2cc(C)ccn2c1Cl	1%	?	20µM*	16%	1%	i	-8%	-4%	-13%	i	-3%
c1ccc(-c2oc3ncnc(N4CCOCC4)c3c2-c2ccccc2)cc1	-1%	i	16µM*	1%	-10%	i	-2%	-1%	-12%	i	30%
CCCOc1ccccc1C1CC(=O)Nc2cc3c(cc21)OCCO3 (configuration not stated)	-1%	?	25%	2%	-28%	i	-2%	-5%	?	i	1%
COc1ccc2cc(S(=O)(=O)N3CCCCC3)ccc2c1S(=O)(=O)N1CCCCC1	1%	i	12%	-3%	11%	i	0%	-1%	-22%	i	8%
CCNc1ccccc1	.	.	-6%	2%	7%	.	-2%	0%	6%	.	.
COCCOC(=O)C1=C(C)N=C2SCCC(=O)N2C1/C=C/c1ccccc1 (configuration not stated)	0%	i	16%	0%	5%	i	-4%	-1%	15%	i	18%
CC(=O)c1c(N)c(C#N)c(C)n1-c1ccc(Br)cc1	-4%	?	?	2%	6%	i	-2%	-1%	-14%	i	-5%
O=c1oc2ccccc2cc1-c1cn2cccnc2n1	-19%	?	?	-18%	?	i	-14%	-10%	7%	i	.

Some of the compounds tested; count on the stated rates, not on these rows.
